Pol kappa inh = DNA polymerase kappa (human) inhibition; Q9UBT6; purified Pol kappa, fluorescent DNA synthesis assay, 10 min; Potency, µM (highest dose often 107 µM), for inactives: top-dose activity, negative = inhibition, hits mostly inhibitors; 0.53% of 400,000 active; AID 588579; note: % is set by controls: 0 for no effect and ±100 for the full control effect
Target sequence (Q9UBT6 whole entry, looked up): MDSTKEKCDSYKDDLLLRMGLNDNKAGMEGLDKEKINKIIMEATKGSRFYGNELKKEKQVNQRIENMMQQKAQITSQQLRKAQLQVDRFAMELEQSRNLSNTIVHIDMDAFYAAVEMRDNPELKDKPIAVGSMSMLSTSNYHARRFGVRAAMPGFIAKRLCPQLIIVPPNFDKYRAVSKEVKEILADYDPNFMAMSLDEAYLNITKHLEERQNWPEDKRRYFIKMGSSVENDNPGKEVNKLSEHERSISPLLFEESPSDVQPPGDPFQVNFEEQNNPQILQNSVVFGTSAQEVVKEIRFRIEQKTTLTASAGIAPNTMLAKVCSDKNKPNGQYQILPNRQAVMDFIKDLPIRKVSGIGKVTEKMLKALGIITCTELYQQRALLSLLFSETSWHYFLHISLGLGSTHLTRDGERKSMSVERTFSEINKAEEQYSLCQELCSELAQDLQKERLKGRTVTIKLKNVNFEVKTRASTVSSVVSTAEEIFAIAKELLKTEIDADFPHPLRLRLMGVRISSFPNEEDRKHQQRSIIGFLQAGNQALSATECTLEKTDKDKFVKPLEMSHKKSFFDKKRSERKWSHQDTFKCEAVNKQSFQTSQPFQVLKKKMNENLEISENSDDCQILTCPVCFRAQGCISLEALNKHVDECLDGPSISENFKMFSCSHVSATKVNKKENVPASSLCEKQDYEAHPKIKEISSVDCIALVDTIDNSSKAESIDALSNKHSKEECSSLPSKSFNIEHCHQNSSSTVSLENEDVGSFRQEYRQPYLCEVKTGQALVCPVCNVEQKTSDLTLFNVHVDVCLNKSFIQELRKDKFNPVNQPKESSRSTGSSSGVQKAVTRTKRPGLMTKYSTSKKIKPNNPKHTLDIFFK
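Readout: fluorescence, taken kinetically at 0 and 10 min. Conditions: 10 nM Pol kappa, 15 min RT compound preincubation, 50 nM substrate final. Controls: enzyme-free buffer wells.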
Pol eta inh = inhibitors of human DNA polymerase eta; Potency, µM (top dose mostly 114 µM), inactives show at the top dose activity change, negative = inhibition, actives largely listed as inhibitors; AID 588591; 1.2% of 390,000 active; recombinant Pol eta, fluorescent DNA replication assay; Q9Y253; note: % is set by controls: 0 for no effect and ±100 for the full control effect
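Fluorescent replication assay: 50 nM final substrate added after a 15 min room-temperature compound preincubation with 10 nM enzyme. Signal taken at 0 min and again at 10 min.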
G9a inh = G9a (human) methyltransferase inhibition. Q96KQ7. G9a H3K9 monomethylation, AlphaScreen, 2 h. Potency, µM (series often up to 102 µM), for the others: top-dose activity, negative = inhibition, usual class: inhibitors. 8.8% of 350,000 active; note: % is set by controls: 0 for no effect and ±100 for the full control effect; nearly all actives have a fitted effect of over 75% in size
Target sequence (Q96KQ7 913-1193 limits assumed): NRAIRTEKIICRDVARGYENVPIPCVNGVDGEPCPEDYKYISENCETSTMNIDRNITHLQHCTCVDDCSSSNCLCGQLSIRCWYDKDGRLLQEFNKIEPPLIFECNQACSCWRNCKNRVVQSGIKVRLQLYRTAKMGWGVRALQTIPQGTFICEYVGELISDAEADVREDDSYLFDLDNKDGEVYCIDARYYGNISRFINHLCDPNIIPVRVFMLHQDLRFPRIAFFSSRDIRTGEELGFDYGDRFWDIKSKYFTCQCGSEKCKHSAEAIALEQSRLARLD
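G9a (20 nM) preincubated 15 min RT with compounds, then 500 nM biotinylated H3K9 peptide and 20 uM SAM added; 2 h RT reaction. Monomethyl-H3K9 product detected by AlphaScreen with anti-H3K9me1 antibody, streptavidin donor and anti-rabbit IgG acceptor beads.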
BLM helicase inh = blocks DNA unwinding by human BLM helicase; recombinant BLM DNA unwinding, fluorescence dequenching; Potency, µM (highest dose often 56.1 µM), for inactives: at the highest dose activity change, negative = inhibition, hits mostly inhibitors; 0.2% of 350,000 active; AID 2528;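 note: plate controls were vehicle for no effect and no enzyme for full effect; nearly all actives have a fitted effect of over 35% in size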
JMJD2A Tudor = JMJD2A Tudor domain (human) inhibition | AlphaScreen JMJD2A-Tudor / H3K4me3 peptide binding | 4.4% of 390,000 active | Potency, µM (titrated, usually from 114 µM), without a hit: at the top dose activity change, negative = inhibition, most hits filed as inhibitors; note: % is set by controls: 0 for no effect and ±100 for the full control effect; nearly all actives have a fitted effect of over 50% in size
POLI inh = blocks human DNA polymerase iota activity. Q9UNA4. Pol iota fluorescent replication assay, 10 min. Potency, µM (doses to about 115 µM), for inactives: at the highest dose activity, negative = inhibition, most hits filed as inhibitors. 1% of 390,000 active. AID 588590
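Fluorescent replication assay read twice, at 0 min and 10 min after adding 50 nM (final) substrate. Enzyme (10 nM) and compounds were first incubated 15 min at room temperature; enzyme-free buffer wells were negative controls.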
APE1 inh = inhibitors of human APE1 endonuclease | 0.35% of 350,000 active | recombinant APE1, TAMRA/BHQ-2 abasic DNA cleavage fluorescence | Potency, µM (top dose mostly 65.8 µM), for inactives: at the highest dose activity change, negative = inhibition, usual class: inhibitors | P27695;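 note: plate controls were vehicle for no effect and reference inhibitor for full effect; nearly all actives have a fitted effect of over 55% in size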
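Substrate: short duplex with […] THF abasic site, 5'-TAMRA and 3'-BHQ-2, 50 nM final. APE1 at 0.75 nM, preincubated 15 min RT with compound. Fluorescence increase from first to third read measured activity.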
BAZ2B inh = blocks human BAZ2B | Q9UIF8 | AlphaScreen BAZ2B-H3K14Ac peptide displacement | Potency, µM (highest dose often 114 µM), without a hit: at the highest dose activity change, negative = inhibition, hits mostly inhibitors | 4.4% of 360,000 active | AID 504333; note: % is set by controls: 0 for no effect and ±100 for the full control effect; nearly all actives have a fitted effect of over 60% in size
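AlphaScreen luminescence quantifies BAZ2B engagement of H3K14Ac peptide; the protein and biotinylated peptide are both at 50 nM final, buffer PBS pH 7.4 with 0.01% Tween-20, all steps at room temperature.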
POLB inh = inhibitors of human DNA polymerase beta; P06746; Pol beta primer extension/strand displacement, fluorescence kinetic; AID 485314; Potency, µM (series often up to 114 µM), without a hit: at the highest dose activity change, negative = inhibition, actives largely listed as inhibitors; 1.3% of 340,000 active; note: % is set by controls: 0 for no effect and ±100 for the full control effect
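10 nM enzyme + cpd, 15 min RT; start with substrate 50 nM final; read 0 min and after 10 min RT. Corrected, normalized data; 4-parameter Hill curve fit.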
An asterisk follows results filed as active; ? = inconclusive; . = not tested or not shown; & = joins results of further samples; [ ] = another dose, or the depositor's remark. Calls come from the whole dose curve; as a rule, active = well fitted curve in the direction sought with a large enough effect; inconclusive = small, poorly fitted or top-dose-only effect, or another doubt; inactive = no such curve, though single readings can be large; an effect the other way counts as inactive or inconclusive. Potency is the fitted concentration of half-maximal effect. These rows are one share of the data; rates above refer to the full screens.

SMILES	Pol kappa inh	Pol eta inh	G9a inh	BLM helicase inh	JMJD2A Tudor	POLI inh	APE1 inh	BAZ2B inh	POLB inh
CCN(CC)CCN(C(=O)C1CCCCC1)c1nc2cc3c(cc2s1)OCO3	-9%	-9%	?	0%	?	-11%	17%	-37%	14%
CC(O)CNCCCOc1cccc(Oc2ccccc2)c1 (configuration not stated)	0%	-9%	.	3%	22µM*	56%[activator]	1%	28µM*	23%
CCOC(=O)C1CCN(C(=O)C(CCSC)NC(=O)COc2ccccc2)CC1 (configuration not stated)	1%	-13%	-8%[12.7 µM]	.	-11%	13%	-9%	10%	.
O=C(CNC(=O)c1ccccc1Br)N/N=C/c1ccc(O)cc1	-2%	-6%	-5%	-5%	-20%[11.4 µM]	88%[activator]	1%	7%	19%
C=CCn1c(COc2cccc(C)c2)nnc1SCn1nnc2ccccc2c1=O	-16%	-9%	13%[59 µM]	3%	-13%	-8%	-1%	-3%	33%
O=C(NCc1nc2ccccc2[nH]1)c1ccc(S(=O)(=O)N2CCOCC2)cc1	-13%	-9%	-2%	2%	-3%	4%	-2%	-4%	3%
CCC(=O)c1ccc(OCC(=O)OCC(=O)c2cc(C)n(C)c2C)cc1	-2%	-3%	-7%	-3%	-18%	-5%	-10%	-28%	29%
COc1ccc(NC(=O)CSc2nc3ccccc3c(=O)n2CCCC(=O)NCC2CCCO2)c(OC)c1 (configuration not stated)	-3%	4%	1%	-1%	-17%	-16%	-16%	-4%	1%
CC(=O)Nc1ccc(NC(=O)c2sc3nc4c(c(-c5ccc(C)cc5)c3c2N)CCC4)cc1	-1%	-9%	-38%[59 µM]	-13%	-23%	-7%	8%	11%	3%
N#C/C(=C\c1ccc(OCc2ccc(Cl)cc2Cl)cc1)c1nc2ccccc2[nH]1	-12%	-12%	-2%[59 µM]	-8%	-14%	43%[activator]	.	3%	11%
NS(=O)(=O)c1ccc(NC(=O)COC(=O)/C=C/c2ccc([N+](=O)[O-])cc2)cc1	1%	-6%	-14%	-5%	-12%	-6%	1%	-13%	0%
CCOC(=O)c1c(N)n(-c2ccc(C)c(C)c2)c2nc3ccccc3nc12	-4%[60.1 µM]	-8%	-18%[59 µM]	-2%	-5%	0%	.	8%	?

Part of the list above, reduced to JMJD2A Tudor.
canonical_smiles	JMJD2A Tudor
O=C(NCc1nc2ccccc2[nH]1)c1ccc(S(=O)(=O)N2CCOCC2)cc1	-3%
CCC(=O)c1ccc(OCC(=O)OCC(=O)c2cc(C)n(C)c2C)cc1	-18%
COc1ccc(NC(=O)CSc2nc3ccccc3c(=O)n2CCCC(=O)NCC2CCCO2)c(OC)c1 (configuration not stated)	-17%
CC(=O)Nc1ccc(NC(=O)c2sc3nc4c(c(-c5ccc(C)cc5)c3c2N)CCC4)cc1	-23%
N#C/C(=C\c1ccc(OCc2ccc(Cl)cc2Cl)cc1)c1nc2ccccc2[nH]1	-14%

(next part)
SMILES	Pol kappa inh	Pol eta inh	G9a inh	BLM helicase inh	JMJD2A Tudor	POLI inh	APE1 inh	BAZ2B inh	POLB inh
COCc1ccc(C(=O)NC2CC(C)(C)Cc3c2cnn3-c2ccc(C)cc2)o1 (configuration not stated)	-13%	-9%	.	-11%	-11%	10%	0%	-7%	-3%
CNCCCOc1cccc(OC(C)C)c1	-26%	-21%	13µM*	-8%	1.6µM*	71%[activator]	7%	50µM*	0%
CCOc1c(Br)cc(/C=C2\N=C(C)OC2=O)cc1Br	-14%[60.1 µM]	-15%	3%	-5%	-22%	15%	29%	-1%	0%
CCOC(=O)c1cc(S(=O)(=O)N2CCN(c3ccccc3OC)CC2)[nH]n1	-6%[60.1 µM]	-8%	28µM*	-8%	-23%	?	.	-10%	29%
CC(C)C(=O)c1cc2c(cc1NC(=O)c1ccccc1)OCCO2	-12%	-14%	14%[12.7 µM]	-8%	62%[activator]	-9%[58.9 µM]	16%	66%[activator]	3%
Cc1ccc(F)c(C2C3C=CCCC3(C)C(=O)N2Cc2ccccc2)c1 (configuration not stated)	-18%	.	.	-12%	-3%	-22%	-10%	.	.
CN1C2C(Br)CCCCN2c2ccc(F)cc2S1(=O)=O (configuration not stated)	-4%	-9%	17%	-2%	2%	24%	-11%	-36%	42%
COc1cccc(-c2c(C(=O)N/N=C(\C)c3ccc(Cl)s3)nnn2-c2nonc2N)c1	18%	-13%	.	-2%	-13%	33%[activator]	-20%	-5%	4%
C/C(=N/NC(=O)CN1CCN(Cc2ccccc2Cl)CC1)c1ccco1	-2%	-15%	.	-1%	-20%	84%[activator]	2%	-10%	2%
O=C(NNS(=O)(=O)c1ccccc1)Nc1ccc(F)cc1	9%	-10%	.	-1%	-14%	36%	-4%	-2%	9%
CN(Cc1nc(-c2ccncc2)no1)S(=O)(=O)c1ccc(Cl)cc1	-7%	-8%	-42%[12.7 µM]	2%	-2%	5%[58.9 µM]	0%	2%	2%
O=C(Nc1cccc(F)c1)c1cc(-c2ccco2)nc2ccccc12	?	?	.	.	?	50µM*	.	.	.
COc1cccc(CNC(=O)CCS(=O)(=O)c2ccccc2Cl)c1	0%	-13%	4%[12.7 µM]	.	-11%	32%[activator]	20%	1%	.
Nc1c(-c2ccc(Cl)cc2)cnn1-c1cccc(C(F)(F)F)c1	-3%	-6%	4%[59 µM]	-1%	-12%	4%	-7%	2%	-22%
CCN(c1ccc(Cl)cc1)S(=O)(=O)c1nnc(NC(=O)c2ccco2)s1	-1%	40µM*	-17%[59 µM]	-3%	-23%	-23%	.	-4%	?
O=C(O)c1ccc(CNc2ccccc2C(=O)O)cc1	?	?	?	56%[activator]	56µM*	?	-2%	?	11µM*
Cc1ccc(NC(=O)CSC2=C(C#N)C(c3ccco3)C3=C(CCCC3=O)N2)cc1 (configuration not stated)	-6%	-6%	16%[12.7 µM]	-2%	?	?	-1%	?	3%
CCCCCOC(=O)C1=C(C)Nc2nnnn2C1c1ccccc1Cl (configuration not stated)	-16%	-7%	9%[12.7 µM]	-13%	-35%	3%	0%	-6%	-2%
COc1ccc(NC(=O)NNC(=O)c2ccc3ccccc3c2)cc1OC	-22%	5%	-11%	-7%	-14%	-3%	13%	-15%	?
COc1ccc(NC(=O)C(CC(=O)O)Cc2ccc(Br)cc2)cc1 (configuration not stated)	-8%	-1%	2%[59 µM]	3%	-20%	-1%	-7%	4%	48%[activator]
COC(=O)[C@]1(C)N[C@H](c2ccc(-c3ccc(Cl)c(Cl)c3)c(OC)c2)[C@@H]2C(=O)N(C)C(=O)[C@@H]21	-13%	-17%	?	.	89µM*	?	-14%	-10%	.
O=S(=O)(Nc1cccc(F)c1)c1cccc2nsnc12	3%[60.1 µM]	-13%	7%	-4%	1%	18%	18%	3%	-4%
CCOc1ccccc1CNC(=O)CCc1cn(CC)c2ccccc12	-13%	-6%	?	-8%	?	-11%	5%	-30%	4%
O=C(CCNc1cccc(Cl)c1)c1cccs1	-10%	-8%	3%[12.7 µM]	-5%	4%	-10%	1%	-1%	3%
COCCn1nnnc1CN(CCc1ccccc1)Cc1cc2cc(OC)ccc2[nH]c1=O	-18%	-8%	.	.	-5%	2%	.	.	.
CCOc1ccc(CNC(=O)CC(C)n2nc(C)cc2C)cc1OC (configuration not stated)	0%	-2%	23%[59 µM]	0%	-13%	16%	.	-14%	-17%
O=C(Nc1ccccc1)c1cc2ccccc2[nH]1	2%	-8%	9%[59 µM]	0%	-9%	4%	-2%	3%	1%
COc1ccc(/C=C2\C(=O)ON=C2c2cccc([N+](=O)[O-])c2)cc1	.	.	18µM*	-7%	.	.	14%	?	12%
COc1ccccc1-c1noc(-c2ccc(NCC3CCCO3)c([N+](=O)[O-])c2)n1 (configuration not stated)	2%	-15%	-25%[59 µM]	-3%	3%	-9%	.	-1%	20%
O=C(NCC1CC1)C1(C(F)(F)F)CC(CCc2ccccc2)CCCO1 (configuration not stated)	-8%&1%	-13%	.	-4%	57%&56%[activator]	-4%&-10%	-4%	.	.
COc1cc2[nH]c(=O)n(Cc3ccc(C(=O)N4CCN(c5cc(Cl)ccc5C)CC4)cc3)c(=O)c2cc1OC	0%	-3%	-37%[59 µM]	-11%	-30%	?	.	?	-20%
COc1ccc(CCC(=O)Nc2ccc(Br)cn2)cc1	-5%	-11%	?	-3%	-20%	-8%[58.9 µM]	-2%	3%	-19%
O=C(COc1ccc([N+](=O)[O-])cc1)NNC(=O)Nc1ccccc1F	-2%	-6%	33%	-10%	-14%	6%	54%[activator]	-21%	0%
CC(C)C(=O)NCCc1nc(-c2ccccc2Cl)no1	13%	-5%	.	.	-15%	8%	.	.	.
CCCCN(CCCC)S(=O)(=O)c1ccc(C(=O)Nc2sc3c(c2C(N)=O)CCN(CC)C3)cc1	-6%[60.1 µM]	-13%	-25%[59 µM]	-6%	-17%	16%	.	-1%	4%
Cc1ccc(NC(=S)NNC(=O)c2cccc([N+](=O)[O-])c2)cc1Cl	-11%	-5%	13µM*	-5%	?	4%	-5%	?	0%

Retrieved by structure from the list above:
SMILES	Pol kappa inh	Pol eta inh	G9a inh	BLM helicase inh	JMJD2A Tudor	POLI inh	APE1 inh	BAZ2B inh	POLB inh
O=C(Nc1ccccc1)c1cc2ccccc2[nH]1	2%	-8%	9%[59 µM]	0%	-9%	4%	-2%	3%	1%
COc1ccccc1-c1noc(-c2ccc(NCC3CCCO3)c([N+](=O)[O-])c2)n1 (configuration not stated)	2%	-15%	-25%[59 µM]	-3%	3%	-9%	.	-1%	20%

(more compounds)
SMILES	Pol kappa inh	Pol eta inh	G9a inh	BLM helicase inh	JMJD2A Tudor	POLI inh	APE1 inh	BAZ2B inh	POLB inh
COc1ccc(NC(=O)CN2C(=O)S/C(=C/c3cccn3-c3ccc(C(=O)O)cc3)C2=O)cc1	.	.	22µM*	?	.	.	1.7µM*	18µM*	?
Cc1c(NC(=O)CN2CCCC(C)C2)ccc2nsnc12 (configuration not stated)	2%	-15%	21%[59 µM]	-6%	-14%	93%[activator]	7%	-12%	3%
Cc1ccc(C(=O)CCC2CCCCC2=O)cc1 (configuration not stated)	2%	-2%	9%	-3%	12%	17%	2%	9%	3%
COc1ccc(OC)c(NC(=O)c2cc3oc4ccccc4c3cc2O)c1	3%	-11%	7%	-13%	0%	23%	-2%	-3%	-19%
O=C1CN(C(=O)CSc2ccccn2)c2ccccc2N1	-5%	-19%	.	.	1%	4%	18%	.	.
COc1ccc(-c2nc(N)n(S(=O)(=O)c3ccc(C)cc3)n2)cc1	-5%	-20%	5%	-10%	3%	66%[activator]	2%	2%	12%
CC(C)C(c1nnnn1C1CCCCC1)N1CCN(C(=O)c2ccco2)CC1 (configuration not stated)	-5%	-6%	8%	0%	3%	-3%	47%	-2%	24%
